SENP7 block = blocks the human protease SENP7 | Q9BQF6 | recombinant SENP7, Z-RLRGG-aminoluciferin luminescence, 40 min | inhibition, % at 5 µM | 1.5% of 330,000 active | AID 434973;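 active = inhibition above about 50% at the single test dose, limit read from the data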;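 also: plate controls were DMSO with enzyme for no effect and no enzyme buffer wells for full effect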
HKDC1 inh = blocks human hexokinase HKDC1 activity. Q2TB90. recombinant HKDC1, G6PDH/diaphorase resazurin coupled fluorescence. inhibition, % at 20 µM. 0.16% of 340,000 active;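 active = inhibition above about 35% when tested at 20 µM, limit read from the data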;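 also: plate controls were DMSO wells with enzyme for no effect and DMSO wells lacking enzyme for full effect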
Target sequence (Q2TB90 whole entry, looked up): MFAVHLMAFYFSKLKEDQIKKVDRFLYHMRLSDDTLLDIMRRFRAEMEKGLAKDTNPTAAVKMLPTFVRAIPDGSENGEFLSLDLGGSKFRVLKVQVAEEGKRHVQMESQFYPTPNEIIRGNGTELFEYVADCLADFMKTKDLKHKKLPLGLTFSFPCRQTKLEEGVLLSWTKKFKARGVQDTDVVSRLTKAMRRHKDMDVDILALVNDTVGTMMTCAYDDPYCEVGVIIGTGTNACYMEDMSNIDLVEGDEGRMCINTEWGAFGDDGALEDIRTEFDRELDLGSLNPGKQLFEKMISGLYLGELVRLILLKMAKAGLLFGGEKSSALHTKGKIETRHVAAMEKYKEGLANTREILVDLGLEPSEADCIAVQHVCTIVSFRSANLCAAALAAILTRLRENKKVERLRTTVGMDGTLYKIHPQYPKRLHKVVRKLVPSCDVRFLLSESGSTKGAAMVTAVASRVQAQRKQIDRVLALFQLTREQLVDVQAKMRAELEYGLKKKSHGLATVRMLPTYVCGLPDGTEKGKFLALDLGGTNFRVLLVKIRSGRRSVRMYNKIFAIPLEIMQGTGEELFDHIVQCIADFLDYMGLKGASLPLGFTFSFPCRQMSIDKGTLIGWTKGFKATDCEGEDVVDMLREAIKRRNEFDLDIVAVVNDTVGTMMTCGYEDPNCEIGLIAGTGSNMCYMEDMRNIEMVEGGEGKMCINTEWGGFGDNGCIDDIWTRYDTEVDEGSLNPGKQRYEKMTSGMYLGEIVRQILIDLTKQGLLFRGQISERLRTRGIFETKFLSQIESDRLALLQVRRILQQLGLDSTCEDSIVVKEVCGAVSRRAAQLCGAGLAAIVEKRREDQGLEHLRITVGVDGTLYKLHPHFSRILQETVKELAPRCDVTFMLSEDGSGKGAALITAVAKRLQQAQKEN
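Assay system – recombinant HKDC1 (HK5) hexokinase enzyme, produced in-house · Input – HKDC1 at 5 µg/mL · Reagent – glucose plus 1 mM ATP as hexokinase substrates · Timing – 90 min reaction incubation at room temperature, dark · Measured by – G6PDH/diaphorase-coupled fluorescence, 1 mM NADP, 100 µM resazurin, 525/613 nm · Benchmarks – DMSO-enzyme wells negative, buffer-substituted wells positive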
SENP6 inh = SENP6 protease inhibition. Recombinant SENP6 catalytic domain, aminoluciferin luminescence. AID 2599. 1.8% of 330,000 active. inhibition, % at 10 µM;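 active = inhibition above about 50% at the single tested dose, limit read from the data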;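 also: plate controls were DMSO wells with enzyme for no effect and DMSO wells lacking enzyme for full effect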
PfG6PD inh = PfG6PD (Plasmodium falciparum) enzyme inhibition; 0.78% of 350,000 active; PfGluPho enzyme, NADPH resazurin-diaphorase fluorescence; inhibition, % at 20 µM;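 active = inhibition reaching at least a set limit at 20 µM in the primary screen, cut at about 59% in these data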;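 also: 0% = DMSO wells with substrate and 100% = DMSO wells lacking glucose-6-phosphate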
SENP8 block-1 = SENP8 protease inhibition | AID 2540 | Q96LD8 | inhibition, % at 10 µM | 1.2% of 330,000 active | purified SENP8, Z-RLRGG-aminoluciferin cleavage, luminescence; in the data active = inhibition above about 50%
Target sequence (Q96LD8 whole entry, looked up): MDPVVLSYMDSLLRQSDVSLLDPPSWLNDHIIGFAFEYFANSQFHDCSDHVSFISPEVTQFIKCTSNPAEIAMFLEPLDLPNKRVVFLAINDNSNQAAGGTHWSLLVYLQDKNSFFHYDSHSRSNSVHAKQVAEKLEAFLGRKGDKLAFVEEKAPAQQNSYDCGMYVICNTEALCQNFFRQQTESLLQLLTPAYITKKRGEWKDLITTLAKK
SENP1 inh = SENP1 (human) catalytic domain inhibition; 0.21% of 360,000 active; inhibition, % at 10 µM; recombinant SENP1 catalytic domain, CyPet-SUMO1-YPet FRET cleavage; Q9P0U3;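 active = inhibition at least 30% at 10 µM, raw YFP signal under a set limit, fluorescence ratio 0.5 to 1.5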;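 also: 0% = enzyme with DMSO and 100% = no enzyme wells; some results filed as inactive read as strong as hits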
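Test system: hSENP1 catalytic domain, recombinant; Amount: 20 pM final SENP1 enzyme; Medium: Tris pH 8 buffer plus EDTA, NaCl, BME, BSA, NP40, catalase; Schedule: 50 min enzyme reaction, room temperature, light-protected; Technique: FRET fluorescence in CFP and YFP emission channels; Controls: no-enzyme wells low, DMSO-plus-enzyme wells high control.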
SENP8 block-2 = blocks human SENP8 cleavage of Nedd8 substrate; recombinant SENP8, Nedd8 substrate fluorescence; Q96LD8; inhibition, % at 20 µM; 0.64% of 360,000 active; AID 602440; in the data active = inhibition mostly above about 40%, no sharp cut-off; inactive = mostly below about 27%
Apaf1 inhib = inhibitors of human Apaf-1 apoptosome; O14727; reconstituted apoptosome caspase-3 activity, DEVD-Rh110 fluorescence; 0.71% of 330,000 active; inhibition, % at 20 µM; active = inhibition of at least 40% at 20 µM;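 also: plate controls were DMSO wells for no effect and DEVD-CHO caspase inhibitor wells for full effect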
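System: reconstituted apoptosome with Apaf-1, cytochrome c, caspase-9, procaspase-3, dATP; Signal: Rh110 fluorescence intensity; Schedule: 30 min compound preincubation, 50 min activation, room temperature; Reagent: cytochrome c trigger plus (Z-DEVD)2-Rh110 caspase-3 substrate.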
* = called active by the depositor; x = not tested or not shown.

SMILES | SENP7 block | HKDC1 inh | SENP6 inh | PfG6PD inh | SENP8 block-1 | SENP1 inh | SENP8 block-2 | Apaf1 inhib
C=CCOc1ccc(/C=N/NC(=O)CN(c2cc(Cl)ccc2OC)S(=O)(=O)c2ccc(C)c([N+](=O)[O-])c2)cc1 | 4 | -1 | -7 | 10 | 3 | 1 | 20 | 3
COc1ccccc1C(CNC(=O)c1cccc(S(=O)(=O)Nc2ccc(F)cc2)c1)N(C)C (stereo not drawn) | -7 | -6 | -15 | 3 | -6 | -1 | 20 | -3
Cc1oc(-c2ccccc2F)nc1CS(=O)CC(=O)NC1CC1 (stereo not drawn) | 2 | -7 | -3 | -11 | -1 | -1 | 8 | -5
Cc1cc(N/C=C/C(=O)c2ccccc2)ccc1Br | 80* | -3 | 67* | -4 | 62* | -84 | -230 | -8
Cc1nc(N2CCC(C)CC2)c2c(C)c(C(=O)Nc3ccccc3C(F)(F)F)sc2n1 | -15 | -3 | 2 | 48 | -10 | 1 | -374 | 23
Cc1ccc(NC(=O)CSc2nccn2Cc2ccccc2)cc1C | 0 | 0 | -25 | -9 | -6 | 1 | 33 | 7
CCN(CC)S(=O)(=O)c1cccc(NC(=O)CCNC(=O)c2ccccc2Cl)c1 | -4 | -3 | -2 | -8 | 2 | 0 | -2 | 0
CCOc1ccccc1N1CCN(C(=O)c2cc3cc(OC)ccc3[nH]2)CC1 | 8 | 12 | 5 | 20 | 2 | -1 | -127 | 20
Cc1cnc(NC(=O)CSc2ccccc2)s1 | -1 | 5 | -15 | 5 | 5 | -1 | 9 | -2
CCN1CCN(C(=O)c2ccccc2N(Cc2ccccc2)S(C)(=O)=O)CC1 | 1 | 12 | 5 | -4 | 2 | 1 | 10 | 3
Cc1ccc(S(=O)(=O)NC(CC(=O)N2CCOCC2)c2ccco2)cc1 (stereo not drawn) | -6 | -6 | -17 | 7 | 0 | 0 | 13 | -2
CC(C)C[C@@]12C(=O)N(c3cccc(Br)c3)C(=O)N1[C@H](c1ccc(F)cc1)[C@@H]1C(=O)N(C3CCCCC3)C(=O)[C@@H]12 | -10 | -1 | -27 | 2 | -17 | 5 | 5 | 25
COc1ccc2cc(C(=O)N3CCN(c4cccc(C)c4C)CC3)[nH]c2c1 | -4 | 1 | -29 | 3 | -19 | -29 | -22 | 28
CCOC(=O)CC1C(=O)NCCN1c1nc2ccc(C)cn2c(=O)c1/C=C1\SC(=S)N(CC(C)C)C1=O (stereo not drawn) | 12 | -6 | -4 | 13 | -2 | -14 | 48* | 20
CC(C)CN(C(=O)COC(=O)CNC(=O)c1ccccc1F)c1c(N)n(Cc2ccccc2)c(=O)[nH]c1=O | x | -2 | x | 1 | x | -3 | 2 | x
COc1c(F)c(F)cc2c(=O)c(C(=O)O)cn(C3CC3)c12 | -10 | -4 | -8 | -3 | -4 | 2 | 6 | 3
CCN(C(=O)c1cccc(Br)c1)c1ccccc1 | -10 | -2 | -11 | 16 | -7 | 1 | 18 | 8
COc1ccc2c(c1)CCc1cc(C(=O)O)sc1-2 | 8 | 4 | 3 | -13 | -6 | 1 | -460 | -1
Cc1ccc(S(=O)(=O)N2[C@@H](c3ccc(Br)cc3)C(C(=O)O)=C[C@H]2CC2CCCC2)cc1 | -2 | 5 | -7 | -24 | 11 | 0 | 0 | 6
COc1cc(/C=N/Nc2nc3ccccc3[nH]2)ccc1O | 7 | 8 | -5 | 15 | -3 | 1 | -264 | 10
Cc1ccc(S(=O)(=O)Oc2ccc(/C=C3/C(=N)N4C(=NC3=O)SN=C4S(C)(=O)=O)cc2)cc1 | -9 | 16 | 7 | -15 | 2 | -8 | -14 | 9
COc1ccc(NC(=O)COC(=O)Cc2c(F)cccc2Cl)cc1OC | 1 | 9 | -25 | -15 | -13 | 4 | 4 | 5
COCCCn1cnnc1SCc1nc2sc(C(C)=O)c(C)c2c(=O)[nH]1 | 3 | -1 | -2 | 12 | 7 | 27 | -191 | -15
CCCCCn1c(=O)[nH]c2cc(C(=O)N3CCN(CC)CC3)ccc2c1=O | -2 | -4 | 5 | -5 | 3 | 0 | 2 | 0
O=C(Nc1nc2ccccc2[nH]1)c1ccc(OC(F)F)cc1 | 96* | -6 | 95* | 16 | 89* | 12 | 3 | 10

Following part.
SMILES | SENP7 block | HKDC1 inh | SENP6 inh | PfG6PD inh | SENP8 block-1 | SENP1 inh | SENP8 block-2 | Apaf1 inhib
CCCCNC(=O)C1(NC(=O)Nc2ccc(C)cc2)CCCCC1 | -4 | -7 | -1 | -5 | -6 | 3 | 11 | -3
Cc1cc(C)cc(N2C(=O)CN(Cc3ccccc3)C2=S)c1 | -5 | 2 | 2 | 12 | 2 | 5 | 16 | 18
CCCc1nc(SCC(=O)Nc2cc(C)on2)c2ccccc2n1 | 3 | -6 | 2 | 3 | 1 | 3 | 12 | 5
CCC(=O)Nc1cc(C)c(NC(=O)CCc2ccccc2)cn1 | 2 | 8 | 1 | 21 | 5 | -103 | -70 | 11
CCOC(=O)C1CCN(c2c(N3CCN(c4ccccc4OC)CC3)c(=O)c2=O)CC1 | x | -2 | x | 4 | x | -1 | 14 | x
CCCCNC(=O)c1ccc(N2CCC3(CC2)OCCO3)c([N+](=O)[O-])c1 | -13 | -7 | -23 | 30 | -13 | 3 | 17 | 5
Cc1ccc(/C(O)=C2/C(=O)C(=O)N(CCN3CCOCC3)C2c2cccnc2)cc1 (stereo not drawn) | 4 | 5 | -2 | -15 | -7 | -1 | 9 | -1
CCOc1nonc1C(=N)/C(C(C)=O)=C(\C)O | -2 | -2 | 3 | -8 | 6 | 1 | 12 | -17
CN(Cc1cc([N+](=O)[O-])c2cccnc2c1O)C1CCCCC1 | 15 | x | 25 | x | 11 | x | x | 24
CC(=O)c1sc(NC(=O)C=C(C)C)nc1C | 27 | -3 | 37 | -4 | 1 | 4 | -1 | -11
O=C(Nc1cc(C(F)(F)F)ccc1Cl)C(=O)N1CCCCC1 | 0 | -6 | 7 | -4 | -4 | 1 | 12 | -7
CCCc1ccc(C(=O)N2CCN(c3ccccc3OCC)CC2)cc1 | 0 | -3 | -1 | 8 | 8 | -2 | 17 | 16
O=C(Nc1ncccn1)C1c2ccccc2Oc2ccccc21 | 5 | -8 | 2 | -2 | 3 | -5 | 3 | -13
C=CCN1C(=O)C2C(C(=O)NC)C3C=CC2(O3)C1C(=O)NCc1ccc(OC)cc1 (stereo not drawn) | 1 | 6 | 2 | 18 | 5 | 1 | 26 | -12
Cc1nc2nc(C)c(CCC(=O)N3CCN(c4ccccn4)CC3)c(C)n2n1 | -2 | 7 | -6 | -10 | -4 | -2 | -1 | -6
Cc1ccc(S(=O)(=O)N2CCN(C(=O)C3Cc4ccccc4CN3C(=O)c3ccco3)CC2)cc1 (stereo not drawn) | -1 | 5 | 6 | -12 | 3 | 1 | 28 | 6
C/C(=N\Nc1ccc(Cl)cc1)c1ccccn1 | -4 | -3 | 24 | 41 | 5 | 1 | 8 | 4
O=C(CCCCCn1c(=S)[nH]c2cc3c(cc2c1=O)OCO3)N1CCN(C(=O)c2ccco2)CC1 | 1 | 0 | 9 | 6 | 2 | 0 | 17 | -16
N#Cc1ccc(Oc2ccc(C(F)(F)F)cc2NC(=O)c2ccc(F)cc2)cc1 | -5 | 4 | -17 | 34 | -12 | 1 | 17 | 1
CCCCn1c(SC(C)C(N)=O)nc2cc(C(=O)OC)ccc2c1=O (stereo not drawn) | 10 | 0 | -14 | 10 | -2 | 0 | -79 | 0
c1ccc(-c2noc(-c3cccs3)n2)nc1 | 2 | -7 | 92* | -9 | 89* | -8 | -7 | -27
O=C(Cn1cc(C(F)(F)F)cc(Cl)c1=O)Nc1ccc(N2CCOCC2)cc1 | 0 | -3 | 6 | 0 | -2 | 2 | 4 | -17
O=S(=O)(c1ccc2c(c1)OCO2)N1CCN(c2nnnn2-c2ccccc2)CC1 | -3 | -3 | -6 | 6 | 2 | 3 | 12 | -2
Cc1cccc(C)c1-n1c(C)cc(/C=N/NC(N)=S)c1C | -4 | -2 | -17 | 22 | -5 | -3 | -2 | 10
O=S(=O)(c1ccc(Br)cc1)N1CCCC1c1nc2ccccc2s1 (stereo not drawn) | 10 | 2 | -9 | -9 | 0 | 0 | 14 | 25

Additional structures follow.
SMILES | SENP7 block | HKDC1 inh | SENP6 inh | PfG6PD inh | SENP8 block-1 | SENP1 inh | SENP8 block-2 | Apaf1 inhib
Cc1cccc(NC(=O)CSc2nc(=O)n3ccccc3n2)c1C | 4 | 3 | -25 | -1 | 1 | -1 | -5 | 3
COC(=O)c1cc(OC)c(OC)cc1NC(=S)N1CCN(Cc2ccccc2)CC1 | -2 | -12 | -12 | -9 | 2 | 2 | -23 | 7
O=C(CCSCCc1ccccn1)Nc1nccs1 | -5 | -2 | 4 | -8 | -6 | 0 | 3 | 13
Cc1ncc([N+](=O)[O-])n1CC(=O)NCc1ccccc1 | -1 | -3 | -7 | -13 | -1 | -1 | 13 | -22
O=C(Nc1ccc(N2CCCC2)cc1)c1ccc(Br)o1 | 7 | 15 | 11 | 34 | 5 | -3 | 8 | 7
CC(C)c1nc(Cl)c(C#N)c2c1CCC2 | 1 | -3 | -3 | -3 | -3 | 1 | 6 | -13
CCc1n[nH]c(=S)n1/N=C/c1ccc(N(CC)CC)cc1 | -4 | 1 | -11 | 45 | 1 | -8 | -122 | 20
CCOc1ccccc1NC(=O)NCc1ccco1 | -1 | -3 | -7 | 2 | 0 | 1 | 11 | -22
COc1cc(CN2CCN(c3cccc(Cl)c3)CC2)cc(OC)c1OC | 0 | -9 | 14 | 10 | -2 | 1 | 2 | -10
CC(=O)Nc1cc2c(nc1C)nc(C)n2Cc1ccc(Br)cc1 | -4 | -2 | -8 | -31 | 3 | -2 | 15 | -7
CC(=O)NCCNC(=O)c1ccc(NC2=NC3CS(=O)(=O)CC3S2)cc1 (stereo not drawn) | -1 | -2 | 0 | 6 | -4 | 0 | 17 | -3
C#CCOCCOCCOCCNc1nc(N2CCOCC2)nc(N2CCN(C(=O)Cn3cc(CCCN=C(N)N)nn3)CC2)n1 | -5 | -8 | -9 | 8 | 3 | 0 | -1 | -5
O=C(CCC(=O)c1ccc(Br)cc1)Nc1cccc(C(F)(F)F)c1 | 0 | -6 | -18 | 9 | 2 | -6 | 29 | 20
COC(=O)c1cccc(C(=O)N2CCCC(C(=O)c3cccc(OC(C)C)c3)C2)c1 (stereo not drawn) | -3 | -1 | -18 | 10 | -11 | 1 | 11 | 13
COc1ccc(NC(=O)Nc2ccc(OC)cc2)cc1 | 15 | -1 | -18 | 7 | -4 | 1 | 20 | 4
COc1ccc(S(=O)(=O)NC(C)C(=O)Nc2ccccc2)cc1Cl (stereo not drawn) | 1 | 1 | -4 | -14 | 3 | 1 | 7 | 7

Filtered by structure, the entries above with a nitro group on carbon (4)
SMILES | SENP7 block | HKDC1 inh | SENP6 inh | PfG6PD inh | SENP8 block-1 | SENP1 inh | SENP8 block-2 | Apaf1 inhib
C=CCOc1ccc(/C=N/NC(=O)CN(c2cc(Cl)ccc2OC)S(=O)(=O)c2ccc(C)c([N+](=O)[O-])c2)cc1 | 4 | -1 | -7 | 10 | 3 | 1 | 20 | 3
CCCCNC(=O)c1ccc(N2CCC3(CC2)OCCO3)c([N+](=O)[O-])c1 | -13 | -7 | -23 | 30 | -13 | 3 | 17 | 5
CN(Cc1cc([N+](=O)[O-])c2cccnc2c1O)C1CCCCC1 | 15 | x | 25 | x | 11 | x | x | 24
Cc1ncc([N+](=O)[O-])n1CC(=O)NCc1ccccc1 | -1 | -3 | -7 | -13 | -1 | -1 | 13 | -22
